# DUSP3 inh: inhibitors of human VHR1 phosphatase (DUSP3). AID 1654. inhibition, % at 13.3 µM. recombinant VHR phosphatase, pNPP absorbance. 0.52% of 290,000 active; in the data active means inhibition above about 50%; further: some compounds called inactive have numbers as strong as hits
# Target sequence (P51452 whole entry, looked up): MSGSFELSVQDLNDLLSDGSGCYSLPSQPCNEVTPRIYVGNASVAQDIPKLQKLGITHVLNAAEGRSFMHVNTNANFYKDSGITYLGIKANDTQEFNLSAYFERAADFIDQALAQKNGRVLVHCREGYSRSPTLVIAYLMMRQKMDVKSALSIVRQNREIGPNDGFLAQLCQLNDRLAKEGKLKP
# PfHsp40 yeast: restores yeast growth despite PfHsp40 toxicity. 0.68% of 340,000 active. growth rescue, % at 12.5 µM. AID 504582. S. cerevisiae expressing PfHsp40, growth rescue, ATP luminescence; in the data active means growth rescue above about 28%, passing the limit was not always enough; inconclusive means no clear call, values can overlap the other calls;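 further: yeast W303a lacking pdr1 and pdr3 grown in galactose medium; growth measured after three days at 30 °C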
# TcdB inh: TcdB glycohydrolase inhibition; 0.24% of 350,000 active; TcdB glycohydrolase enzymatic assay, plate reader; P18177; inhibition, % at 9.99 µM; in the data active means inhibition above about 10%
# MazEF act: increases E. coli MazEF RNase cleavage of RNA. 0.32% of 350,000 active. activation, % at 20 µM. AID 504720. FAM/BHQ RNA-DNA oligo cleavage fluorescence, 5 h. P0AE70; in the data active means activation above about 50%
# Target sequence (P0AE70 whole entry, looked up): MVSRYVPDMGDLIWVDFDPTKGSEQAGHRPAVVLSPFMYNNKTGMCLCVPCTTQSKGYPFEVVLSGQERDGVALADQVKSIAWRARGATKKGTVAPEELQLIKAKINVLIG
# Y pestis TopoI: Y. pestis Topo-I inhibition via cleavage products; Y. pestis Topo-I cleavage product accumulation, plate reader; activity, % at 10 µM; 0.064% of 360,000 active; in the data active means activity above about 50%, passing the limit was not always enough; inconclusive means no clear call, values can overlap the other calls; further: inactives centre near 2
# Anthrax LF prot: blocks Bacillus anthracis lethal factor protease; P15917; multiplex microsphere protease cleavage assay, LF; inhibition, % at 10 µM; 0.12% of 360,000 active; AID 588501; in the data active means inhibition above about 30%; inconclusive means no clear call, values can overlap the other calls; further: plate controls were buffer without enzyme for full effect and enzyme alone for no effect
# BH1578 lux ind: induces V. cholerae light production without autoinducers; V. cholerae BH1578 lux reporter, luminescence, 6 h; activation, % at 18.7 µM; 0.16% of 350,000 active; AID 588436; in the data active means activation mostly above about 9.7%, no sharp cut-off; inconclusive means no clear call, values can overlap the other calls; inactive means mostly below about 3.7%; further: not every result past the cut was called active; inactives centre near 0; reference of the scale not given here
# PriA SSB inh: inhibitors of Klebsiella pneumoniae PriA binding to SSB C-terminal tail; AID 1272365; AlphaScreen SSBct-PriA binding, biotinylated peptide; inhibition, % at 33 µM; 0.6% of 430,000 active; in the data active means inhibition mostly above about 37%, no sharp cut-off; inactive means mostly below about 20%;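 further: plate controls were negative control peptide for no effect and reference peptide for full effect; strong numbers were not always called active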
# Rv3671c inh: Rv3671c (M. tuberculosis) protease inhibition | inhibition, % at 5.96 µM | AID 2606 | 0.048% of 320,000 active | P9WHR9; in the data active means inhibition above about 38%;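 further: extracellular domain of Rv3671c used as enzyme; 0% = enzyme with DMSO and 100% = no enzyme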
# Target sequence (P9WHR9 whole entry, looked up, the tested form may be a part): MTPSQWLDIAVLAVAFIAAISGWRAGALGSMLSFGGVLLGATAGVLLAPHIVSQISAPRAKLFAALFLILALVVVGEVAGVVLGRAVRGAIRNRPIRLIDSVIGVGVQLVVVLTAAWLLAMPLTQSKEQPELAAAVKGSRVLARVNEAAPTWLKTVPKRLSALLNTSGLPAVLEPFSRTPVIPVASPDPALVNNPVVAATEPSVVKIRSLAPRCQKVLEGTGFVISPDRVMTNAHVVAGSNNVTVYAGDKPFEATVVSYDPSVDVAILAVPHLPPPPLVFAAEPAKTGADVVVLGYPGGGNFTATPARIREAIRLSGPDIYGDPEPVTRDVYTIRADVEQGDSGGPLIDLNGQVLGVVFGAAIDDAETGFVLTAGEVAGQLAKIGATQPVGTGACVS
# SARS 3CLpro inh: SARS-CoV 3CLpro protease inhibition | inhibition, % at 6 µM | recombinant SARS-CoV 3CLpro, quenched FRET peptide cleavage | 0.14% of 290,000 active; in the data active means inhibition above about 12%
# * = called active by the depositor; i = inactive; ? = inconclusive; / = not tested or not shown.
SMILES,DUSP3 inh,PfHsp40 yeast,TcdB inh,MazEF act,Y pestis TopoI,Anthrax LF prot,BH1578 lux ind,PriA SSB inh,Rv3671c inh,SARS 3CLpro inh
COc1ccc(OC)c(NC(=O)C2CC(/C=C/c3ccccc3)=NO2)c1 (stereo not drawn),/,-0.5,1.6,-4,3,-4,-7.7,-13,1,5
O=C(NCC(c1ccco1)N1CCc2ccccc2C1)c1ccc([N+](=O)[O-])cc1 (stereo not drawn),/,4.7,0.8,2,0,-2,1.1,16,9,/
OC[C@@H]1CN(Cc2cccc(C(F)(F)F)c2)C[C@H](n2cnc3c(NCc4ccncc4)ncnc32)O1,/,/,1.3,/,10,-5,-0.7,/,/,/
O=C(NCc1cccnc1)c1ccc(-c2cccc(Cl)c2Cl)o1,17,0.5,0.7,-3,18,1,-0.2,4,-19,4
CSc1nnc(-c2ccccc2)o1,12,1.3,/,3,3,-6,-0.4,-23,8,1
Cc1ccc(C)c(NC(=O)c2cnn(-c3ccccc3)c2C)c1,14,-0.9,1.2,4,-3,-4,-0.4,-9,-1,2
Cc1nn(Cc2ccccc2)c(C)c1NC(=O)c1cc(-c2cccs2)on1,37,1.6,/,-2,7,-3,-0.2,-17,-14,1
COc1ccc(NC(=O)c2noc3c2CCCCC3)cc1,22,0.2,-0.4,2,3,2,-0.3,-3,4,1
CCCCN(C(=O)c1ccco1)c1c(N)n(CCC)c(=O)[nH]c1=O,/,-1.5,0.5,2,1,-7,-1.3,0,1,/
COc1ccc(C(=O)CC(c2ccc(OC)c(OC)c2)c2c(O)c3ccccc3oc2=O)cc1OC (stereo not drawn),/,/,-2.6,4,7,-2,-0.3,/,/,/
CCN(CC)C(=O)c1c(C)[nH]c(=S)c(C#N)c1-c1ccco1,8,0.9,0.8,-13,-8,-1,-0.4,0,-2,1
Cc1cc(N2CCCCC2)n2nc(C)c(-c3ccccc3)c2n1,4,0.5,/,6,14,-6,-1.3,-16,5,0
c1ccc2c(c1)[nH]c1c(N3CCCC3)ncnc12,18,1.6,/,9,-1,1,-3.8,1,-2,-2
CC[C@]1(C(=O)OC)[C@H]2C(=O)N(C)C(=O)[C@H]2[C@H]2CN=C(SC)N21,/,0.2,-0.1,10,-1,0,2.0,-4,/,/
OC(c1ccc(F)c(F)c1)c1nc(-c2csc3ccccc23)cs1 (stereo not drawn),/,/,-2.7,/,-5,2,-0.1,/,/,/
O=C(Nc1ccc(C(F)(F)F)cc1)C1(c2ccccc2)CC1,3,-1.6,-1.4,-11,5,0,-0.1,-65,-2,2
Cn1c(N)c(C(=O)c2cc(-c3ccccc3)nc3ccccc23)c(=O)n(C)c1=O,17,-0.3,/,4,-1,1,i,-15,-5,0
CCOc1ccc(-c2cc(C(=O)NCc3ccccc3)[nH]n2)c(C)c1,/,/,0.9,/,12,-2,-0.7,/,/,/
CC(C)Oc1ccc(Cc2c(O)[nH]c(=O)[nH]c2=O)cc1,-21,/,-0.2,-7,/,/,/,-8,-28,1
COc1cc(OC)cc(C(=O)N[C@H](C(=O)OCC(=O)NC(=O)NC(C)(C)C)C(C)C)c1,-2,-0.5,1.9,0,12,-4,i,-6,-2,5

# Part of the list above, bar-delimited:
compound | DUSP3 inh | PfHsp40 yeast | TcdB inh | MazEF act | Y pestis TopoI | Anthrax LF prot | BH1578 lux ind | PriA SSB inh | Rv3671c inh | SARS 3CLpro inh
CC[C@]1(C(=O)OC)[C@H]2C(=O)N(C)C(=O)[C@H]2[C@H]2CN=C(SC)N21 | / | 0.2 | -0.1 | 10 | -1 | 0 | 2.0 | -4 | / | /
OC(c1ccc(F)c(F)c1)c1nc(-c2csc3ccccc23)cs1 (stereo not drawn) | / | / | -2.7 | / | -5 | 2 | -0.1 | / | / | /
O=C(Nc1ccc(C(F)(F)F)cc1)C1(c2ccccc2)CC1 | 3 | -1.6 | -1.4 | -11 | 5 | 0 | -0.1 | -65 | -2 | 2

# Looked up by structure from the entries so far (2):
SMILES,DUSP3 inh,PfHsp40 yeast,TcdB inh,MazEF act,Y pestis TopoI,Anthrax LF prot,BH1578 lux ind,PriA SSB inh,Rv3671c inh,SARS 3CLpro inh
Cn1c(N)c(C(=O)c2cc(-c3ccccc3)nc3ccccc23)c(=O)n(C)c1=O,17,-0.3,/,4,-1,1,i,-15,-5,0
OC(c1ccc(F)c(F)c1)c1nc(-c2csc3ccccc23)cs1 (stereo not drawn),/,/,-2.7,/,-5,2,-0.1,/,/,/

# The list continues.
SMILES,DUSP3 inh,PfHsp40 yeast,TcdB inh,MazEF act,Y pestis TopoI,Anthrax LF prot,BH1578 lux ind,PriA SSB inh,Rv3671c inh,SARS 3CLpro inh
CCOC(=O)c1nn(-c2ccc(C)cc2)c2nc(Nc3ccccc3)cc(=O)n12,-10,0.3,/,-2,20,2,/,5,-5,6
COC(=O)CCC(=O)Nc1ccccc1C(N)=O,0,-0.2,/,2,-6,8,-0.4,-7,3,0
O=c1n(-c2ccccc2)c(=O)n2n1CC(O)C2,16,1.0,1.3,-4,-2,0,-0.4,-11,-4,1
COC(=O)c1ccccc1NC(=O)COc1ccc2c(c1)OCO2,0,-0.4,2.5,-2,-6,-2,-0.3,-17,-13,-1
Cc1oc2c(CN3CCCC(C)C3)c(O)ccc2c(=O)c1-c1ccccc1 (stereo not drawn),13,0.5,1.1,8,-4,6,-1.0,0,0,-1
OCC1(CCc2ccccc2)CCN(Cc2cc(Cl)ccc2O)CC1,8,0.2,1.0,1,14,-7,-0.2,-3,0,-1
Cc1c(NC(NC(=O)CF)C(Cl)(Cl)Cl)c(=O)n(-c2ccccc2)n1C (stereo not drawn),-3,-2.3,1.7,-17,3,-8,i,8,4,0
CN(C)Cc1c(OC(=O)c2ccc(N)cc2)ccc2ccccc12,/,-0.3,1.7,-2,-3,-1,i,4,/,/
N/C(=N\OC(=O)C12CC3CC(CC(C3)C1)C2)c1cccnc1,17,0.3,/,-7,-10,1,-3.0,/,-8,2
Cc1cccc(CN2CCN(C(=O)c3ccccc3F)CC2)c1,-8,-0.6,/,-1,8,-4,i,-8,3,3
O=C(C1CC(=O)N(c2ccc3c(c2)OCCO3)C1)N1CCN(c2cccc(C(F)(F)F)c2)CC1 (stereo not drawn),/,4.1,1.4,7,28,1,i,7,2,/
CCN1C(=O)/C(=C\N2CCN(c3ccc(F)cc3)CC2)SC1=S,22,0.5,2.7,-9,5,-1,i,0,10,5
Cc1ccc(-c2noc(CN(C(=O)C34CC5CC(CC(C5)C3)C4)C(C)C)n2)cc1,15,-0.2,/,10,-4,-3,-0.2,-21,5,3
O=C(Nc1nnc(SCC(=O)N2CCCCC2)s1)c1cccs1,26,-1.1,/,1,-8,4,-1.9,6,-3,2
COc1ccc(N2CCN(C(=O)CCCCCn3c(=S)[nH]c4ccc(N5CCOCC5)cc4c3=O)CC2)cc1,/,/,1.8,6,14,-1,i,/,/,/
CCc1nnc(SCC(=O)Nc2ccccc2)nc1CC,8,0.0,/,0,3,0,i,8,-13,-5
COC(=O)c1nnn(CC(=O)Nc2cccc(Cl)c2C)c1C(=O)OC,17,3.3,/,-19,6,0,-0.7,-8,3,0
CCC(C(=O)c1ccc2ncccc2c1)c1ccccc1 (stereo not drawn),7,3.8,-2.6,0,12,1,-0.3,-16,20,2
COc1cccc(/C=C/C(=O)N2CCN(c3ccccn3)CC2)c1,19,1.3,-0.3,-3,23,-1,-3.1,-7,8,-5
C[C@@H]1C(c2ccc(F)cc2)=NN(c2ccc(Br)cc2)[C@H]1C(=O)N1CCOC1=O,/,2.8,-0.2,-3,-12,-3,-0.4,-11,/,/
CCC(=O)c1ccc2c(c1)N(CCCN(C)C)c1ccccc1S2,/,0.5,0.9,15,-4,-5,i,-5,7,/
CC(=O)c1cccc(NC(=O)c2ccc(N(Cc3ccccc3)S(C)(=O)=O)cc2)c1,-2,2.6,1.0,37,13,18,i,-11,-12,1
COc1ccc(C(CC(=O)Nc2ccc(C)cn2)N2Cc3ccccc3C2=O)cc1 (stereo not drawn),22,1.2,0.3,2,4,4,i,6,6,-3
Cc1ccc(NC(=O)c2ccc(S(=O)(=O)N3CCCCC3)cc2)nc1,/,-0.2,0.7,3,-1,2,-0.2,9,4,/
COc1cccc(N(C(=O)CNC(=O)c2ccco2)C(C(=O)NC2CCCC2)c2ccncc2)c1 (stereo not drawn),-1,1.9,/,0,3,1,/,-6,5,5
Cc1cccc(N(C)C(=O)c2cc3cc4ccc(C)cc4nc3o2)c1,6,1.6,/,1,16,-4,i,0,/,-10
C#CCN(C[C@@H]1[C@@H](OC(=O)NCc2ccccc2F)[C@@H](OC(=O)NCc2ccccc2F)CN(C(=O)OC(C)C)N1C(=O)OC(C)C)S(=O)(=O)c1ccc(C)cc1,/,/,0.9,-2,33,-6,-0.4,/,/,/
Cn1c(=O)c2c(nc(NCCCO)n2Cc2cccc(C(F)(F)F)c2)n(C)c1=O,16,0.0,0.8,-2,-9,-6,/,16,-2,-1
Cc1cccc(/C=N/NC(=O)c2cccc(NC(=O)c3ccccc3)c2)n1,16,6.5,2.0,1,6,-14,i,/,2,-2
Cc1ccc(Cn2cccc2C2=NC(C)CO2)cc1 (stereo not drawn),16,-0.4,/,4,7,7,-0.3,-14,-1,2
CN(CCCN1CCOCC1)C(=O)c1cc(COc2c(F)cccc2F)on1,14,-0.7,0.7,4,-4,0,i,-8,-1,-3
CCn1c(SCC(N)=O)nnc1-c1ccc2[nH]c(C)c(C)c2c1,22,0.6,/,2,7,-4,-0.3,6,-1,-8
CN(C)c1ccc(NC2=C(Cl)C(=O)c3ccccc3C2=O)cc1,-8,?,-0.6,11,-2,-3,i,64*,-107,1
COCCNC(=O)C1(C)CCCN(C(=O)c2cc(OC)c(OC)c(OC)c2)C1 (stereo not drawn),/,/,0.3,/,-2,-3,-0.6,/,/,/
Cc1cc(NS(=O)(=O)c2ccccc2)ccc1NS(=O)(=O)c1ccccc1,/,6.4,-3.3,-2,-1,-3,-1.0,-8,/,/
CC(=O)N1c2ccc(S(=O)(=O)NCCC(=O)NCCc3ccc(Cl)cc3)cc2CC1C (stereo not drawn),11,-0.5,2.5,1,4,0,-0.5,4,1,-1
Cc1ccc(OCC(=O)N/N=C/c2cccnc2)cc1C,20,-1.2,1.1,4,17,5,-6.2,/,-10,-5
S=C(Nc1cccc(Br)c1)N1CCn2cccc2C1c1cccnc1 (stereo not drawn),10,-1.2,-0.6,2,-3,-2,i,7,-9,0
C=CCO/N=C(/C)c1c(O)c(CC)c(-c2ccccc2)n(-c2ccccc2)c1=O,-5,16,/,-2,1,1,i,/,1,0
CCNC(=O)C1(C)CCN(C(=O)c2cccnc2SC)C1 (stereo not drawn),/,/,0.4,/,1,5,i,/,/,/
CNC(=O)CN(c1ccc(Oc2ccccc2)cc1)S(=O)(=O)c1ccc(C)cc1,-10,-0.6,-0.2,-5,-2,-4,-0.8,-12,8,-2
Cc1[nH]nc(Nc2ccccc2)c1[N+](=O)[O-],2,0.9,/,2,0,-3,-0.3,-4,3,1
CCC(C(=O)NC1CCCC1)N(C(=O)c1snc(C(N)=O)c1N)c1ccc(C)cc1C (stereo not drawn),19,3.3,1.7,6,12,8,-0.1,-10,5,6
CC1(c2ccccc2)NC(=S)N2C1NC(=S)N2c1ccccc1 (stereo not drawn),16,-0.6,/,0,-4,2,i,-5,6,7
CCOC(=O)c1cc(NC(=O)COc2ccc([N+](=O)[O-])cc2)cc(C(=O)OCC)c1,-6,1.6,/,-27,17,-1,-0.2,10,3,6
COC(=O)CSc1nc2sc(C)c(C)c2c(=O)n1C,17,1.0,/,0,-3,-1,-3.1,-15,-11,-3
CC(C)[C@H](NC(=O)N1c2ccccc2NC(=O)[C@@H]1C(C)C)C(=O)N[C@H](C(=O)O)c1ccccc1,-11,-1.3,-0.2,-3,3,-9,-0.3,-12,1,0
COc1ccccc1-c1c(C)c(C)nc(N)c1C#N,-3,-1.7,/,3,4,0,-1.6,-14,2,1
O=C(CNC(=O)c1cccs1)N/N=C/c1c[nH]c2ccccc12,14,-2.0,1.1,1,-9,6,-0.3,/,0,4
COc1ccc(Br)cc1Cn1nnc(C(=O)Nc2ccc3c(c2)OCCO3)c1N,-15,5.0,0.0,12,11,1,2.0,2,-11,4

# Only part of the results is shown; count on the stated rates, not on these rows.
